Screening results (PubChem BioAssay)
CHO-K1 Ca antag: counter-screen for M1 antagonists: effect in parental CHO-K1 cells | ATP-induced calcium, Fluo-8 fluorescence | inhibition, % at 3 µM | actives 0.6% (n = 360,000);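 active = inhibition above a per-plate cutoff, the plate's mean sample inhibition plus 3 SD, cut at about 24% in these data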;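 note: 0% = DMSO plus EC80 ATP and 100% = DMSO alone without ATP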
M5 ag: CHRM5 agonism in calcium assay; P08912; CHO-K1 hM5 cells, Fluo-8 calcium fluorescence; 0% DMSO wells, 100% maximal acetylcholine response; activation, % at 3 µM; actives 0.19% (n = 360,000);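 active = activation above the run's mean over test compounds plus 3 SD, cut at about 23% in these data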;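 note: signal is peak over basal fluorescence ratio across the kinetic read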
Target sequence (P08912 whole entry, looked up): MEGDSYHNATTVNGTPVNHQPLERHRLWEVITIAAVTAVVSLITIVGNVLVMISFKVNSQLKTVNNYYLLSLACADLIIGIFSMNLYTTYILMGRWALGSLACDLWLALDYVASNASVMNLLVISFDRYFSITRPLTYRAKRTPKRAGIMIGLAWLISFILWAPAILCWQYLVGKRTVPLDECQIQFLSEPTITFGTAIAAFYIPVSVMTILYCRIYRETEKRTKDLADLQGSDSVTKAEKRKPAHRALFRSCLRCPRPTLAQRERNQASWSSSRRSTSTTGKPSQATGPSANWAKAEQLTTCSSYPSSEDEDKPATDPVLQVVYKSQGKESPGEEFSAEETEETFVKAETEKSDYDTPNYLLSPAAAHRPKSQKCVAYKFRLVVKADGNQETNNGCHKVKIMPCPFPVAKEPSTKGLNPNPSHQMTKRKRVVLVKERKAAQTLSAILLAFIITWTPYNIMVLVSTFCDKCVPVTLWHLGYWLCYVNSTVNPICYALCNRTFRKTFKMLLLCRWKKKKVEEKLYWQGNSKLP
CHRM4 antagonist: antagonists of human muscarinic M4 receptor (CHRM4); inhibition, % at 3 µM; actives 0.73% (n = 360,000); P08173; CHO-hM4 cells, ACh EC80, Fluo-8 calcium fluorescence; AID 624125;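 active = inhibition above its plate's cutoff, the mean inhibition of sample wells plus 3 SD, cut at about 27% in these data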;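 note: 0% = acetylcholine EC80 with DMSO and 100% = DMSO without agonist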
Target sequence (P08173 whole entry, looked up): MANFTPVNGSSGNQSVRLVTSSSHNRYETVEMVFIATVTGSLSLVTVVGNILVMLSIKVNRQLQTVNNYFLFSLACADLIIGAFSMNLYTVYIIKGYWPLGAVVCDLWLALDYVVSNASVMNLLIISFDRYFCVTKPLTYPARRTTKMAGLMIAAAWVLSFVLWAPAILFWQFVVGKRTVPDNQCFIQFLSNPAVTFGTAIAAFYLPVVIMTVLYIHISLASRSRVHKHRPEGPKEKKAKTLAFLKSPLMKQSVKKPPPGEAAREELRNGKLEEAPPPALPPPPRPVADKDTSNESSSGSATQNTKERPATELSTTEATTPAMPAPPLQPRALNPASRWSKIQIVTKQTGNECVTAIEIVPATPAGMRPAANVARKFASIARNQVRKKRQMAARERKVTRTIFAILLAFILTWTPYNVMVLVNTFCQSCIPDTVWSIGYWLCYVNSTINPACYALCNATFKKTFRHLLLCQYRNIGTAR
M5 PAM: potentiates acetylcholine response at human M5 receptor; actives 0.3% (n = 360,000); AID 624038; CHO-K1 hM5, Fluo-8 calcium, ACh EC20 PAM; 0% = ACh EC20, 100% = ACh EC100; activation, % at 3 µM; P08912;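 active = activation above the run cutoff, the mean activation of all test compounds plus 3 SD, cut at about 18% in these data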
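Assay system: CHO-K1 hM5 cells. Also added: acetylcholine at EC20 concentration, added after compound. Dosing: 3 µM, single dose. Times: compound preincubation 140 s before EC20 acetylcholine addition. Signal: Fluo-8 calcium fluorescence. Measure: % activation relative to EC20 and EC100 ACh responses. Repeats: singlicate, one well per test compound.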
CHRM4 agonist: CHRM4 agonism in calcium assay; P08173; CHO-K1 hM4/Gqi5, Fluo-8 calcium fluorescence; vehicle 0%, full acetylcholine response 100%; activation, % at 3 µM; actives 0.14% (n = 360,000); AID 624127;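 active = activation above the run mean over all test wells plus 3 SD, cut at about 32% in these data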;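 note: peak over basal fluorescence ratio per well then scaled between controls; 0% = DMSO wells and 100% = acetylcholine at EC100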
M1 PAM parental: counter-screen for M1 PAMs: effect in parental CHO-K1 cells | ATP EC20, Fluo-8 calcium fluorescence; 0% at ATP EC20, 100% at ATP max | activation, % at 3 µM | actives 0.02% (n = 360,000);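 active = activation above the run cutoff, the mean activation of all test compounds plus 3 SD, cut at about 40% in these data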;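 note: peak over basal fluorescence ratio in a 140 s read after ATP addition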
CHRM4 PAM: positive allosteric modulators of human muscarinic M4 receptor; activation, % at 3 µM; actives 0.4% (n = 360,000); AID 624126; CHO-K1 hM4/Gqi5, Fluo-8 calcium fluorescence, ACh EC20; 0% = ACh EC20, 100% = maximal ACh;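 active = activation above its plate's cutoff, the mean activation of sample wells plus 3 SD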; note: some results filed as inactive read as strong as hits
M5 antag: blocks acetylcholine activation of human M5 receptor. CHO-hM5 cells, Fluo-8 calcium fluorescence, ACh EC80. actives 0.59% (n = 360,000). inhibition, % at 3 µM. P08912. AID 624040;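 active = inhibition above a per-plate cutoff, the mean of that plate's test compounds plus 3 SD, cut at about 27% in these data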;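 note: 0% = acetylcholine EC80 with DMSO and 100% = DMSO without agonist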
CHO-K1 Ca ag: counter-screen for M1 agonists: effect in parental CHO-K1 cells; Fluo-8 calcium fluorescence; scaled to maximal ATP response, vehicle zero; activation, % at 3 µM; actives 0.48% (n = 360,000); AID 602248; in the data active = activation above about 15%;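 note: untransfected CHO-K1 host cells lacking M1 receptor as counterscreen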
Active calls of the source: *.

Keys: A = CHO-K1 Ca antag; B = M5 ag; C = CHRM4 antagonist; D = M5 PAM; E = CHRM4 agonist; F = M1 PAM parental; G = CHRM4 PAM; H = M5 antag; I = CHO-K1 Ca ag
molecule: O=c1ccc2cc(O[C@@H]3O[C@H](CO)[C@@H](O)[C@H](O)[C@H]3O)c(O)cc2o1
  A: -2	B: 1	C: -4	D: 2	E: 1	F: 18	G: 4	H: 10	I: 0.8
molecule: COc1ccc(CN2Cc3cc(-c4ccccc4)ccc3-n3nncc3C2)cc1
  A: 0	B: -4	C: -14	D: 0	E: 1	F: 16	G: -4	H: -3	I: 1.0
molecule: C=CCn1c(O)c(C(C)=O)c(=O)[nH]c1=O (tested in a mixture with another compound)
  A: 10	B: 4	C: -1	D: -2	E: 9	F: -24	G: -10	H: 6	I: 2.5
molecule: C=CCn1c(O)c(C=NCCCOc2ccc(CC)cc2)c(=O)[nH]c1=S
  A: 12	B: -1	C: -2	D: 2	E: 1	F: 1	G: 1	H: -4	I: -0.4
molecule: O=[N+]([O-])O[C@H]1CO[C@H]2[C@@H]1OC[C@H]2O[N+](=O)[O-]
  A: -8	B: -1	C: 6	D: -4	E: 0	F: 22	G: -7	H: 4	I: 0.6
molecule: CC1(C)NCCN2C(=O)CSC21 (stereo not drawn)
  A: 14	B: 2	C: -4	D: 4	E: 1	F: -3	G: 0	H: 6	I: 0.4
molecule: CC(C)N1CCN(Cc2ccc3c(c2)OCCO3)CC1CCO (stereo not drawn)
  A: -13	B: -6	C: 6	D: 4	E: 1	F: 23	G: -7	H: 2	I: 1.2
molecule: Cc1ccc(C(=O)NC2CC3CCC(C2)N3)cc1 (stereo not drawn)
  A: -14	B: -11	C: -1	D: 9	E: 1	F: 17	G: 0	H: 3	I: 0.3
molecule: CCCc1nc2ccc(Br)cc2c(=O)n1-c1ccc([N+](=O)[O-])c(C(F)(F)F)c1
  A: 23	B: 2	C: 17	D: -14	E: 7	F: -9	G: -12	H: 27*	I: 8.8
molecule: Cc1nc2cc(OC(=O)N(C)Cc3cccc(-c4ccncc4)c3)ccc2s1
  A: 5	B: 9	C: 15	D: -24	E: 27	F: -11	G: -15	H: 21	I: 13

(more compounds)
Keys: A = CHO-K1 Ca antag; B = M5 ag; C = CHRM4 antagonist; D = M5 PAM; E = CHRM4 agonist; F = M1 PAM parental; G = CHRM4 PAM; H = M5 antag; I = CHO-K1 Ca ag
molecule: Cc1ccccc1-n1c(O)c(/C=N/NC(=O)c2ccccc2O)c(=O)[nH]c1=S
  A: -10	B: 2	C: -1	D: 0	E: 0	F: 12	G: 0	H: 2	I: 1.0
molecule: CCCOc1ccccc1C1SCC(=O)Nc2c1c(=O)[nH]n2C(C)CCC (stereo not drawn)
  A: -12	B: -6	C: -1	D: 5	E: 0	F: 15	G: 7	H: 0	I: -0.4
molecule: O=C(Nc1nc(-c2ccccc2)c(-c2ccccc2)s1)c1ccc(S(=O)(=O)N(CCCl)CCCl)cc1
  A: -1	B: -2	C: 6	D: -9	E: 2	F: -5	G: 2	H: 6	I: 0.1
molecule: OC1/C(=C/c2ccc(Cl)cc2Cl)N2CCC1CC2 (stereo not drawn)
  A: -8	B: -5	C: -16	D: -5	E: 5	F: 12	G: 0	H: 12	I: 1.9
molecule: O=C1OCc2cc(N=Nc3c(O)[nH]c(=O)[nH]c3=O)ccc21
  A: -9	B: -1	C: 8	D: -6	E: 0	F: 13	G: -4	H: 18	I: 0.7
molecule: CC(=NCc1ccc2c(c1)OCO2)c1c(O)n(Cc2ccccc2)c(=O)[nH]c1=O
  A: 5	B: -2	C: 1	D: -7	E: 4	F: -16	G: 1	H: 11	I: 0.2
molecule: CN(C)P(=NC(=S)c1cccn1C)(N(C)C)N(C)C
  A: -21	B: -7	C: 20	D: -26	E: 1	F: 2	G: -15	H: 27*	I: -0.3
molecule: CC(=O)[C@@]1(O)CC[C@H]2[C@@H]3CC=C4C[C@@H](O)CC[C@]4(C)[C@H]3CC[C@@]21C
  A: 0	B: 1	C: 9	D: -3	E: 1	F: 8	G: -2	H: 0	I: 0.7
molecule: Cc1cc(OC(C)C(=O)NCc2ccncc2)c2c3c(c(=O)oc2c1)CCCC3 (stereo not drawn)
  A: -11	B: -1	C: 5	D: -3	E: 1	F: 4	G: 0	H: 18	I: 0.7
molecule: COC(=O)Cn1cc(/C=C2\C(=O)NC(=O)N(c3ccc(OC)cc3)C2=O)c2ccccc21
  A: -5	B: -3	C: -12	D: -8	E: 8	F: 10	G: -2	H: 18	I: 3.3

As a working copy, part of the list above:
Keys: A = CHO-K1 Ca antag; B = M5 ag; C = CHRM4 antagonist; D = M5 PAM; E = CHRM4 agonist; F = M1 PAM parental; G = CHRM4 PAM; H = M5 antag; I = CHO-K1 Ca ag
molecule: Cc1ccc(C(=O)NC2CC3CCC(C2)N3)cc1 (stereo not drawn)
  A: -14	B: -11	C: -1	D: 9	E: 1	F: 17	G: 0	H: 3	I: 0.3
molecule: CCCc1nc2ccc(Br)cc2c(=O)n1-c1ccc([N+](=O)[O-])c(C(F)(F)F)c1
  A: 23	B: 2	C: 17	D: -14	E: 7	F: -9	G: -12	H: 27*	I: 8.8
molecule: Cc1nc2cc(OC(=O)N(C)Cc3cccc(-c4ccncc4)c3)ccc2s1
  A: 5	B: 9	C: 15	D: -24	E: 27	F: -11	G: -15	H: 21	I: 13
molecule: Cc1ccccc1-n1c(O)c(/C=N/NC(=O)c2ccccc2O)c(=O)[nH]c1=S
  A: -10	B: 2	C: -1	D: 0	E: 0	F: 12	G: 0	H: 2	I: 1.0
molecule: CCCOc1ccccc1C1SCC(=O)Nc2c1c(=O)[nH]n2C(C)CCC (stereo not drawn)
  A: -12	B: -6	C: -1	D: 5	E: 0	F: 15	G: 7	H: 0	I: -0.4
molecule: O=C(Nc1nc(-c2ccccc2)c(-c2ccccc2)s1)c1ccc(S(=O)(=O)N(CCCl)CCCl)cc1
  A: -1	B: -2	C: 6	D: -9	E: 2	F: -5	G: 2	H: 6	I: 0.1
molecule: OC1/C(=C/c2ccc(Cl)cc2Cl)N2CCC1CC2 (stereo not drawn)
  A: -8	B: -5	C: -16	D: -5	E: 5	F: 12	G: 0	H: 12	I: 1.9
molecule: O=C1OCc2cc(N=Nc3c(O)[nH]c(=O)[nH]c3=O)ccc21
  A: -9	B: -1	C: 8	D: -6	E: 0	F: 13	G: -4	H: 18	I: 0.7
molecule: CC(=NCc1ccc2c(c1)OCO2)c1c(O)n(Cc2ccccc2)c(=O)[nH]c1=O
  A: 5	B: -2	C: 1	D: -7	E: 4	F: -16	G: 1	H: 11	I: 0.2
molecule: CN(C)P(=NC(=S)c1cccn1C)(N(C)C)N(C)C
  A: -21	B: -7	C: 20	D: -26	E: 1	F: 2	G: -15	H: 27*	I: -0.3

Carrying on.
Keys: A = CHO-K1 Ca antag; B = M5 ag; C = CHRM4 antagonist; D = M5 PAM; E = CHRM4 agonist; F = M1 PAM parental; G = CHRM4 PAM; H = M5 antag; I = CHO-K1 Ca ag
molecule: O=C1NCN(c2ccccc2)C12CCN(C(c1cccs1)c1nnnn1C1CCCC1)CC2 (stereo not drawn)
  A: 1	B: 2	C: -7	D: -5	E: 3	F: 14	G: -7	H: 12	I: 2.7
molecule: O=C(c1cc2cc(Cl)ccc2[nH]1)N1CCC2(CC1)OCCO2
  A: -7	B: -5	C: -1	D: -4	E: 4	F: 2	G: 10	H: 18	I: 1.4
molecule: O=c1[nH]c(=O)n(Cc2ccco2)c(O)c1C=NCc1cccs1
  A: 6	B: 0	C: 5	D: -5	E: 1	F: 2	G: 4	H: -6	I: 0.1
molecule: Cc1ccc2nc(C)n(-c3ccc(F)cc3)c(=O)c2c1
  A: -5	B: 0	C: 2	D: 0	E: 3	F: 8	G: 7	H: 5	I: 0.6
molecule: Cc1ccc(CN2CCCC(C(=O)c3cccc(C(F)(F)F)c3)C2)o1 (stereo not drawn)
  A: 0	B: -9	C: 7	D: -7	E: 0	F: 12	G: -9	H: 3	I: -0.1
molecule: Cc1ccc(N2C(=O)NC(=O)C(CCc3ccccn3)(Cc3ccc(F)cc3)C2=O)cc1 (stereo not drawn)
  A: -5	B: 1	C: -2	D: 4	E: 0	F: 21	G: 16	H: 0	I: 1.1
molecule: NCCc1ccccc1
  A: 7	B: 0	C: -13	D: 3	E: 1	F: 3	G: -2	H: 1	I: -0.1
molecule: Cc1ccc(CN2CCCN(Cc3ccc(Cl)cc3)S2(=O)=O)cc1
  A: 8	B: -2	C: 0	D: -1	E: 0	F: 3	G: 1	H: 13	I: -0.2
molecule: CC(C)C[C@H]1COc2cccc(N3CCN(C)CC3)c2S(=O)(=O)N1
  A: 0	B: -7	C: -16	D: -14	E: 1	F: -16	G: 5	H: -6	I: 0.2
molecule: Cc1cc(Oc2cc(NN3CCCCC3)c([N+](=O)[O-])cc2[N+](=O)[O-])ccc1[N+](=O)[O-]
  A: -5	B: -1	C: 4	D: 5	E: 2	F: -3	G: 9	H: -4	I: -0.3

New compounds follow
Molecule,CHO-K1 Ca antag,M5 ag,CHRM4 antagonist,M5 PAM,CHRM4 agonist,M1 PAM parental,CHRM4 PAM,M5 antag,CHO-K1 Ca ag
COc1ccc2c(c1)c(CCN)c(C)n2Cc1ccccc1,-8,2,-13,6,6,19,-14,-1,4.0
O=[N+]([O-])c1cccc2c([As](=O)(O)O)cccc12,1,-2,-19,-2,1,-15,-2,7,-0.4
COC(=O)C1=C(c2ccc(Cl)c(C(F)(F)F)c2)C[C@@H]2CC[C@H]1N2C(=O)NC1CC1,-13,-1,-1,5,1,9,0,0,0.5
COC(=O)C(O)(c1ccc(NC(=S)NC(=O)c2ccc(Cl)cc2Cl)c(C)c1)C(F)(F)F (stereo not drawn),14,11,11,-14,22,4,-19,27*,12
CN1CCN(c2ccc(S(=O)(=O)C(F)(F)F)cc2[N+](=O)[O-])CC1,5,-3,-2,-1,7,7,5,-4,1.4
CN1CCN(c2ncnc3nc[nH]c23)CC1,-7,-3,7,2,0,10,-2,5,-0.5
CC1(C)N(O)C2CCCCC2N1O (stereo not drawn),1,-2,-7,7,1,9,2,0,0.1
Cc1cccc(C)c1OP(N)(=O)Oc1c(C)cccc1C,9,1,-5,2,5,-23,2,7,0.9
CC(C)(C)c1ccccc1O,-10,1,0,1,0,11,2,3,2.6
COc1ccccc1-n1c(-c2ccoc2)nc2ccccc2c1=O,18,-1,4,-6,1,-10,-3,-16,0.1
CCOC(=O)C(C)Oc1cc(C)cc2oc(=O)c3c(c12)CCCC3 (stereo not drawn),1,-2,8,-9,1,11,-1,6,-0.5
COC(=O)CC1(CC(=O)OC)C(=O)N(c2ccccc2)C(=O)N(c2ccccc2)C1=O,4,-2,2,-3,2,17,-3,-1,0.9
C[C@H]1CC[C@H]2NCCN[C@H]2C1,-6,0,11,2,0,17,-12,13,0.3
CCc1ccccc1N1C(=O)CC(=O)NC1=O,-14,8,-6,0,1,-12,6,7,0.5
Cc1c(C(=O)N2CCC3(CC2)OCCO3)oc2ccc(S(=O)(=O)N3CCOCC3)cc12,-7,3,7,-3,2,2,-2,-2,0.7
CCOC(=O)C1=C(N)OC2=C(C(=O)CCC2)C12C(=O)N1c3c(ccc(C)c32)C(C)=CC1(C)C (stereo not drawn),0,-10,1,-1,0,6,-3,4,0.5
Cc1c(C(=O)N2CCC3(CC2)OCCO3)sc2ncnc(N3CCc4ccccc4C3)c12,0,2,-12,-7,9,11,-5,10,4.3
ClCCN1CCSCC1,-3,5,8,0,0,-9,3,11,0.0

An excerpt, so the mix of outcomes need not match the whole.
